From PubChem BioAssay
miR-122 sensor = miR-122 Renilla sensor signal increase in Huh7, primary screen, miR-122 inhibitor project, cell-based, single point, plate reader; hit rate 0.3% among 340,000; activation (reporter increase), % at 12.5 µM; Huh7 miR-122 Renilla luciferase sensor, 48 h; neutral wells = 0, positive control = 100; AID 602342, 2012;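 active means mean replicate activation score at least 90 and every replicate individually at or above 90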;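 further: higher luciferase means less miR-122 activity so hits act as miR-122 inhibitors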
Cneo AK release = Cryptococcus neoformans cell lysis inducers, primary screen, AK release luminescence, single concentration; C. neoformans lysis, adenylate kinase release luminescence, 4 h; normalised: neutral wells 0, clomiphene wells 100; lysis activity, % at 15 µM; hit rate 0.2% among 360,000; AID 651654, 2012;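 active means mean lysis activity across replicates of at least 80%, whatever share of replicates individually reach that level; inactive means mean lysis activity below 80%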
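Material – log-phase Cryptococcus neoformans yeast cells · Input – 5 × 10^6 yeast cells/mL · Medium – fresh YPD growth medium · Doses – single compound concentration per well · Timing – static 4 h at 37 °C with compound, 1 h detection · Detection – adenylate kinase release luminescence · Read-out – signal increase indicating cell lysis · Control set – Clomiphene as positive lysis control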
RAD52 inh = RAD52 DNA annealing inhibitors, primary screen, biochemical, FRET, single point, set 2. DNA repair protein RAD52 homolog (Homo sapiens), P43351. recombinant RAD52 DNA annealing, FRET fluorescence. inhibition, % at 18.7 µM. hit rate 0.46% among 360,000. AID 651710, 2012;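 active means every replicate showing at least 50% inhibition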
E-sel inducer = E-selectin induction in HUVECs, primary screen, imaging, HUVEC, immunofluorescence imaging, single point; normalized: neutral wells 0, TNF-alpha wells 100; activation, % at 7.58 µM; hit rate 0.37% among 260,000; AID 686992, 2013;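 active means mean E-selectin-positive cell signal at least 10% of the positive control, reached in at least 60% of replicates, without over 20% cell loss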;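 further: in these data hits start at about 27%; measured in HUVEC primary endothelial cells; signal is the percent of cells scored E-selectin positive by PE staining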
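Read-out: % PE-positive cells | Test system: HUVEC | Doses: One compound dose added by pin transfer | Buffer or medium: EGM-2 over gelatin coat | Signal: Immunofluorescence imaging | Benchmarks: TNF-alpha, DMSO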
PglD DTNB = C. jejuni PglD acetyltransferase inhibitors, primary screen, biochemical, DTNB colorimetric, single point; AID 602405, 2012; hit rate 0.098% among 360,000; UDP-N-acetylbacillosamine N-acetyltransferase PglD (Campylobacter jejuni); inhibition, % at 12.5 µM; purified PglD enzyme, DTNB colorimetric CoA detection; in the data active means inhibition above about 16%, passing the limit was not always enough; further: strong numbers were not always called active
PGC1a acetyl inh = inhibitors of PGC1a acetylation signal, primary screen, cell-based, U2OS, AlphaScreen, inhibitor mode; AlphaScreen anti-acetyl-lysine; with virally co-expressed GCN5 acetyltransferase; inhibition, % at 15.6 µM; hit rate 0.17% among 350,000; AID 651687, 2012;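 active means every replicate shows inhibition of at least 40%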;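 further: 0% = neutral control wells and 100% = positive control wells; some results beyond the cut were filed as inactive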
ERAP1 inh = human ERAP1 aminopeptidase inhibitors, primary screen, biochemical, single point, plate reader; Endoplasmic reticulum aminopeptidase 1 (Homo sapiens), Q9NZ08; recombinant ERAP1, Leu-AMC fluorescence, 60 min; inhibition, % at 10.7 µM; hit rate 0.15% among 340,000; AID 652197, 2013;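 active means mean replicate inhibition of at least 30%, or all replicates individually reaching that 30% level; inactive means mean below 30% and not every replicate reaching it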;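 further: 0% = neutral control wells and 100% = L-leucinethiol positive control wells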
Target sequence (Q9NZ08 whole entry, looked up): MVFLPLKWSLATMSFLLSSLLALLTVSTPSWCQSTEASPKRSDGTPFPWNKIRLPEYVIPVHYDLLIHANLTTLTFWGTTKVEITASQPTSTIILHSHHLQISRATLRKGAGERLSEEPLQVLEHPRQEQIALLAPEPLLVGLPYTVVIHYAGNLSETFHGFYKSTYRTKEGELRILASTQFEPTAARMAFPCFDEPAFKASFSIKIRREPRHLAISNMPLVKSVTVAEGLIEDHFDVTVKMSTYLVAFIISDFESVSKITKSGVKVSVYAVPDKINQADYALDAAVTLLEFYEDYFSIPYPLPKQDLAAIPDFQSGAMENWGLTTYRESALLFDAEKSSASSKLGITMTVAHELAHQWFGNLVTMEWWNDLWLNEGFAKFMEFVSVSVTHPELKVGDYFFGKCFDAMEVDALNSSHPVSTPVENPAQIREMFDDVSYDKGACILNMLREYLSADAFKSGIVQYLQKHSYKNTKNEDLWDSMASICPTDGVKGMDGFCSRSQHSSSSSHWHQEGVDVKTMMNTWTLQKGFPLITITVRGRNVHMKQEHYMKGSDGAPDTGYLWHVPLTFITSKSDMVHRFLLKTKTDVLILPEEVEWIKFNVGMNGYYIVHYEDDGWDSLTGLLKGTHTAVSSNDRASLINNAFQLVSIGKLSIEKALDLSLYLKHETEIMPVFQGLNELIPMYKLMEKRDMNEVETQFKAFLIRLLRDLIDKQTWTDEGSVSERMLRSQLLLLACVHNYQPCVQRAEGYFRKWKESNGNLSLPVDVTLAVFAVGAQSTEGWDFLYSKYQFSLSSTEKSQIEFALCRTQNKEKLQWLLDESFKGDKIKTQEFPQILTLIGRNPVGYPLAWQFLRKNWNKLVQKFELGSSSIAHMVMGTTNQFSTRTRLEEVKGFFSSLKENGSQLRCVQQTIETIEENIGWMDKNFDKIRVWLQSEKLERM
RAD54 branch = inhibitors of human RAD54 branch migration, primary screen, biochemical, fluorescence, single point | DNA repair and recombination protein RAD54-like (Homo sapiens), Q92698 | RAD54 Holliday junction branch migration, FAM/BHQ fluorescence | inhibition, % at 10.4 µM | hit rate 0.14% among 360,000 | AID 602329, 2012;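 active means mean normalized replicate activity at least 40 and at least half of replicates scoring 40 or more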;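 further: 0% = median of neutral control wells and 100% = median of positive control wells; inhibitors cause a drop in the FAM fluorescence signal; in these data hits start at about 50%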
* hit, by the source's call; / = not tested or not shown; [ ] = another dose, or the depositor's remark.

(1) CC=Cc1ccc2n(c1=O)C[C@@H]1[C@@H](CO)[C@H](C(=O)NCCC)N(C(=O)CC3CC3)[C@H]21 (mixture of isomers)
(2) Cc1sc2ncnc(Nc3ccccc3)c2c1C
(3) CN(C)C(=O)C[C@@H]1CC[C@H]2[C@@H](COc3ccc(NC(=O)NCc4ccccc4)cc3C(=O)N2C)O1
(4) Cc1nn(-c2ccccc2)c(C)c1C(=O)OCC(=O)NC(=O)NC1CCCCC1
(5) Cc1cc(NC(=O)CSc2nnc(C)n2C)no1
(6) Cc1ccc(NC(=O)N2CCN(C(=O)c3ccco3)CC2)cc1Cl
(7) CCCC(=O)Nc1nc2nc(-c3ccccc3)cc(-c3ccccc3)n2n1
(8) Cc1c(C(=O)N2CCN(c3ccccn3)CC2)cccc1[N+](=O)[O-]
(9) Cc1ccc2cc(CN(CC3CCCO3)C(=S)NCc3ccco3)c(=O)[nH]c2c1 (configuration not stated)
(10) CN1OC[C@@H]2CN(C(=O)c3ccc(-c4ccccc4)cc3)[C@H](c3ccc(-c4cccc(F)c4)cc3)C[C@@H]21
screen / no. | 1 | 2 | 3 | 4 | 5 | 6 | 7 | 8 | 9 | 10
miR-122 sensor | 3[16.7 µM] | 5 | -20[16.7 µM] | -2 | / | -8 | -5 | / | 10 | 28
Cneo AK release | -1 | 3 | 1 | 3 | 3 | 0 | -4 | / | 1 | -1
RAD52 inh | -2 | / | -6 | / | -11 | -16 | / | -18 | -326 | -24
E-sel inducer | -0.1 | / | 0.0 | / | 0.0 | -0.4 | / | 0.5 | 0.0 | -0.5
PglD DTNB | 4 | 3 | 1 | / | -1 | 0 | -2 | / | -5 | -1
PGC1a acetyl inh | / | / | 3 | -7 | / | -2 | -5 | 12 | 9 | 3
ERAP1 inh | -1 | / | -4 | / | 3 | -3 | / | -1 | 0 | /
RAD54 branch | 6 | -3 | 7 | -11 | 0 | -5 | -6 | / | -7 | 3

(11) O=C(Cn1cc([N+](=O)[O-])ccc1=O)Nc1ccc2c(c1)OCO2
(12) CCCc1ccc(-c2cc(NC(=O)CSc3n[nH]c(N)n3)n(-c3ccccc3)n2)cc1
(13) Cc1csc(SC(C)C(=O)Nc2ccc(S(=O)(=O)N3CCCC3)cc2)n1 (configuration not stated)
(14) Cc1noc(C)c1S(=O)(=O)Nc1ccc2c(c1)C(=O)N([C@@H](C)CO)C[C@@H](C)[C@H](CN(C)C(=O)c1ccncc1)OCCCC[C@@H](C)O2
(15) COc1cccc(NC(=O)NC2(C(=O)N3CCN(C)CC3)CCCCC2)c1
(16) C/C=C/c1cccc(-c2nc(C(=O)NC3CCCC3)cc3c2[C@@H](CCO)N(S(=O)C(C)(C)C)C3)c1 (some centres not stated)
(17) Cc1ccc(S(=O)(=O)NC(CC(C)C)C(=O)N2CCOCCOCCOCCOCC2)cc1 (configuration not stated)
(18) O=C(/C=C/[C@H]1O[C@@H](n2ccc(=O)[nH]c2=O)[C@H](O)[C@@H]1O)NCc1ccco1
(19) CCc1nc2ccc(C(=O)Nc3cccc(OC)c3)cn2c1N(CCC(C)C)CCN(C)C
(20) CSc1nnc(-c2sc3cc(Cl)ccc3c2Cl)n1C
screen / no. | 11 | 12 | 13 | 14 | 15 | 16 | 17 | 18 | 19 | 20
miR-122 sensor | -2 | 55 | -28 | 6[16.7 µM] | / | 3 | 5 | 7 | 0 | 3
Cneo AK release | 0 | -6 | -1 | 0 | 3 | 0 | -3 | 3 | 1 | 2
RAD52 inh | -4 | / | / | 7 | -12 | -31 | -17 | 5 | 8 | /
E-sel inducer | -0.1 | / | / | 0.0 | / | 0.0 | 0.0 | 0.1 | -0.1 | /
PglD DTNB | 0 | -3 | 1 | 0 | 4 | 1 | 3 | 0 | 10 | -8
PGC1a acetyl inh | -4 | -18 | / | -4 | / | 20 | 0 | 17 | / | -1
ERAP1 inh | 2 | / | / | -1 | 4 | 0 | -3 | 2 | 5 | /
RAD54 branch | 1 | 0 | 7 | -6 | 7 | -18 | -1 | -7 | 5 | -10

Entries of single compounds from above:
`CN(C)C(=O)C[C@@H]1CC[C@H]2[C@@H](COc3ccc(NC(=O)NCc4ccccc4)cc3C(=O)N2C)O1` in the list: miR-122 sensor = -20[16.7 µM]; Cneo AK release = 1; RAD52 inh = -6; E-sel inducer = 0.0; PglD DTNB = 1; PGC1a acetyl inh = 3; ERAP1 inh = -4; RAD54 branch = 7
`CN1OC[C@@H]2CN(C(=O)c3ccc(-c4ccccc4)cc3)[C@H](c3ccc(-c4cccc(F)c4)cc3)C[C@@H]21` in the list: miR-122 sensor = 28; Cneo AK release = -1; RAD52 inh = -24; E-sel inducer = -0.5; PglD DTNB = -1; PGC1a acetyl inh = 3; ERAP1 inh = /; RAD54 branch = 3
`Cc1ccc2cc(CN(CC3CCCO3)C(=S)NCc3ccco3)c(=O)[nH]c2c1` (configuration not stated) in the list: miR-122 sensor = 10; Cneo AK release = 1; RAD52 inh = -326; E-sel inducer = 0.0; PglD DTNB = -5; PGC1a acetyl inh = 9; ERAP1 inh = 0; RAD54 branch = -7

(next part)
(21) COC(=O)C(Cc1ccccc1)NC(=O)CNC(=O)c1ccc(Br)cc1 (configuration not stated)
(22) CCCNC(=O)Nc1ccc2c(c1)C(=O)N(C)C[C@@H](OC)[C@@H](C)CN(S(C)(=O)=O)[C@H](C)CO2
(23) C[C@@H]1CN([C@H](C)CO)C(=O)c2cc(NS(=O)(=O)c3ccc(F)cc3)ccc2O[C@@H](C)CCCCO[C@@H]1CN(C)C(=O)NC1CCCCC1
(24) CCOC(=O)CC12CN3CN(C1)CC(CC(=O)OCC)(C3)C2=O
(25) C[C@H](CO)N1C[C@H](C)[C@H](CN(C)Cc2ccccc2)Oc2c(NC(=O)NC3CCCCC3)cccc2C1=O
(26) CC(C)c1ccc(NC(=O)Nc2nc(C(N)C3CCCCC3)cs2)cc1 (configuration not stated)
(27) CSc1sc(-c2nnc(SCC(=O)Nc3ccccc3)n2C)c2c1C=CCC2
(28) COc1ccc(S(=O)(=O)N(CC(=O)NCC2CCCO2)Cc2ccccc2)cc1C (configuration not stated)
(29) COc1ccc(CNC(=O)C[C@H]2CC[C@@H]3[C@H](COc4ccc(NC(=O)C(C)C)cc4C(=O)N3C)O2)cc1
(30) O=C(NCc1cccs1)c1cccnc1SCCS(=O)(=O)c1ccc(C(F)(F)F)cn1
screen / no. | 21 | 22 | 23 | 24 | 25 | 26 | 27 | 28 | 29 | 30
miR-122 sensor | 0 | / | 9[16.7 µM] | -3 | 27[16.7 µM] | -24 | -1 | / | 20[16.7 µM] | -7
Cneo AK release | 0 | / | 2 | 2 | -1 | 1 | 5 | 3 | 1 | 1
RAD52 inh | -24 | -7 | -2 | -11 | 5 | -62 | -13 | -9 | 0 | -19
E-sel inducer | 0.1 | -0.1 | 0.1 | / | 0.0 | 0.8 | / | 0.1 | 0.0 | 0.6
PglD DTNB | -2 | / | 2 | 2 | 0 | -4 | -2 | 0 | 1 | 7
PGC1a acetyl inh | -4 | 10 | 0 | 1 | 10 | 5 | -13 | / | -3 | 8
ERAP1 inh | -3 | 0 | -3 | 1 | -1 | 18 | 1 | -2 | 0 | -1
RAD54 branch | -2 | / | -1 | 3 | -7 | -2 | 7 | 11 | -6 | 12

(31) Cc1ccc(NC(=S)NCCSc2ccc(Cl)cc2)cc1
(32) CCCc1nnc(NC(=O)c2cn(CC)c3cc(N4CCN(C)CC4)c(F)cc3c2=O)s1
(33) O=C1/C(=C/c2cccs2)CCc2ccccc21
(34) Cc1ccc(NC(=O)CSC(C)C(=O)OCc2cc(=O)oc3cc(O)ccc23)cc1 (configuration not stated)
(35) CC1(C(=O)NS(=O)(=O)c2ccc(C#N)cc2)CCN1C(=O)CC1CC1 (configuration not stated)
(36) O=C(CSc1nnc(Cc2cccs2)n1-c1ccccc1)NC1CCCCC1
(37) COCc1c(Br)c(C)[nH]c(=O)c1C#N
(38) N/C(=N\OC(=O)c1ccc(Br)o1)c1cccnc1
(39) NC(=O)C1CCCN(C(=O)c2ccc3c(c2)NC(=O)CS3)C1 (configuration not stated)
(40) CC(C)NC(=O)N1[C@H](CO)[C@@H](c2ccccc2)[C@H]1CN(C)C(=O)c1cccnc1
screen / no. | 31 | 32 | 33 | 34 | 35 | 36 | 37 | 38 | 39 | 40
miR-122 sensor | / | 18 | -3 | -2 | 1 | -1 | -1 | / | -12 | -14[16.7 µM]
Cneo AK release | / | 6 | -17 | 2 | 0 | -1 | 0 | / | 0 | -1
RAD52 inh | 2 | -5 | / | -24 | -17 | / | / | -24 | -5 | /
E-sel inducer | 0.2 | 2.5 | / | 0.0 | 0.6 | / | / | 4.4 | / | -0.3
PglD DTNB | / | 5 | 0 | 6 | 3 | -2 | 6 | / | -3 | 3
PGC1a acetyl inh | 1 | -2 | 0 | -6 | 16 | -3 | 2 | 9 | -2 | -8
ERAP1 inh | -2 | 0 | / | 6 | 2 | / | / | -1 | 1 | /
RAD54 branch | / | 2 | -4 | 18 | 4 | 6 | -6 | / | -4 | -1

(41) O=C(CSc1nc2ccccc2o1)NCc1ccc2c(c1)OCO2
(42) O=C(Nc1ccc(N2CCN(C(=O)c3ccccc3)CC2)cc1)c1cc([N+](=O)[O-])ccc1N1CCOCC1
(43) CN(c1ccc(Cl)cc1)c1cc(=O)n(C)c2ccccc12
(44) O=c1[nH]cnc2c1ncn2C1OCC(O)C(O)C1O (configuration not stated)
(45) CCCCNC(=O)c1ccccc1NC(=O)c1ccc2c(c1)OCO2
(46) COc1ccc(NC(=O)Nc2cccc3c2O[C@H](CN(C)C(=O)Nc2c(C)noc2C)[C@H](C)CN([C@@H](C)CO)C3=O)cc1
(47) CC(=O)Nc1ccc(C(=O)OCCCOC(=O)c2ccc(NC(C)=O)cc2)cc1
(48) Cc1noc(C)c1NC(=O)Nc1cccc2c1O[C@H](CN(C)Cc1ccc3c(c1)OCO3)[C@@H](C)CN([C@@H](C)CO)C2=O
(49) CC(C)(C)OC(=O)N/N=C/c1cn(-c2ccccc2)nc1-c1cccnc1
(50) COc1ccc(S(=O)(=O)NCC(c2ccc3c(c2)OCO3)N2CCN(C)CC2)cc1OC (configuration not stated)
(51) OC[C@@H]1[C@@H](c2ccc(Br)cc2)[C@@H]2CN(Cc3cncnc3)CCCCN12
screen / no. | 41 | 42 | 43 | 44 | 45 | 46 | 47 | 48 | 49 | 50 | 51
miR-122 sensor | -1 | -8 | -13 | -2 | 11 | -7[16.7 µM] | / | 5[16.7 µM] | / | -1 | 13[16.7 µM]
Cneo AK release | 1 | 2 | -5 | -2 | -1 | -2 | -1 | 13 | / | -2 | 3
RAD52 inh | -3 | -12 | / | -11 | -15 | -2 | -1 | 13 | -6 | 1 | -16
E-sel inducer | 1.2 | 0.2 | / | / | / | 0.0 | 0.1 | -6.6 | 8.7 | / | -0.1
PglD DTNB | 4 | -4 | / | 1 | -3 | 1 | -13 | 4 | / | -2 | -1
PGC1a acetyl inh | / | / | -16 | 2 | / | 6 | / | -1 | -15 | -8 | 7
ERAP1 inh | 3 | -5 | / | -4 | 4 | 2 | -3 | -1 | 1 | 4 | 0
RAD54 branch | -8 | 5 | -9 | -8 | 1 | -6 | -1 | 3 | / | -2 | -5
